Screening results deposited in PubChem by National Center for Advancing Translational Sciences (NCATS).
IP6K1 inhibitor: blocks human inositol hexakisphosphate kinase 1. Q92551. IP6K1 kinase, ADP-Glo luminescence, 2 h; stronger effect = lower value. activity change, % (series mostly up to about 58 µM). actives 0.81% (n = 140,000). AID 1645851; in the data active means activity change below about -25%
Target sequence (Q92551 whole entry, looked up): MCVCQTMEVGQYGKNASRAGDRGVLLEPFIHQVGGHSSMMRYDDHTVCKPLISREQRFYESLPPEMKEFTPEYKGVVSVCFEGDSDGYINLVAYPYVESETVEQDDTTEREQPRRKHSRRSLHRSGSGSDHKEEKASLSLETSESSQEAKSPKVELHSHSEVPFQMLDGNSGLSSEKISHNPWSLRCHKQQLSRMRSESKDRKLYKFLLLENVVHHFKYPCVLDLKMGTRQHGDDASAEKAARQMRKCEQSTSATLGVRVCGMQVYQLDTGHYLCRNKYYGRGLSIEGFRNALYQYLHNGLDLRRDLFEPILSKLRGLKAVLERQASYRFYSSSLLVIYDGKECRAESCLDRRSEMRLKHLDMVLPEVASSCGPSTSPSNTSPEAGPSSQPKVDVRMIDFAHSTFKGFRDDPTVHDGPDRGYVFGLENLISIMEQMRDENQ
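ADP-Glo luminescence measures ADP made by human IP6K1 during a 2 h RT reaction with ATP/IP6 (mix at 1.3 mM/130 uM); top library doses 57.5 and 19.1 uM final.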
3T3 cytotox: cytotoxic compounds in NIH 3T3 cells. NIH 3T3 viability, CellTiter-Glo ATP luminescence, 48-72 h. Potency, µM (titrated, usually from 96.7 µM), for inactives: top-dose activity change, negative = cytotoxicity, hits mostly inhibitors. actives 4.3% (n = 94,000). AID 1345082; further: potency means the concentration at half of the fitted maximal effect; nearly all actives have a fitted effect of over 55% in size
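Cytotoxicity is measured as loss of cellular ATP: NIH 3T3 cells (400/well) are exposed to compound for 48 or 72 hr at 37 °C, then CellTiter-Glo luminescence is imaged after 10 min at room temperature.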
SNCA expr inh: inhibitors of alpha-synuclein (SNCA) gene expression; HEK-293 SNCA-luciferase knock-in, luminescence, 24 h; Potency, µM (highest dose often 57.2 µM), inactives show at the highest dose activity change, negative = inhibition, hits mostly inhibitors; actives 0.17% (n = 140,000); AID 1671194;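 further: potency means the concentration at half of the fitted maximal effect; plate controls were DMSO cells for no effect and cell-free wells for full effect; nearly all actives have a fitted effect of over 45% in size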
Luciferase inh: Photinus pyralis luciferase inhibition | Potency, µM (titrated, usually from 115 µM), for the others: at the highest dose activity change, negative = inhibition, hits mostly inhibitors | purified P. pyralis luciferase, luminescence, biochemical | actives 2.5% (n = 76,000); further: potency means the concentration at half of the fitted maximal effect; nearly all actives have a fitted effect of over 65% in size
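Inhibitors were tested against purified firefly luciferase in a biochemical, low-substrate format (both substrates at 10uM) and luminescence measured with a CCD imager.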
GPT2 inhibitor: inhibitors of human GPT2 alanine aminotransferase. Q8TD30. Recombinant GPT2, coupled pyruvate oxidase/HRP Amplex Red fluorescence. Potency, µM (series often up to 57.7 µM), for inactives: at the highest dose activity change, negative = inhibition, most hits filed as inhibitors. actives 0.25% (n = 100,000). AID 1671188; further: potency means the concentration at half of the fitted maximal effect; nearly all actives have a fitted effect of over 60% in size; many of its hits are not listed in these tables
Target sequence (Q8TD30 whole entry, looked up): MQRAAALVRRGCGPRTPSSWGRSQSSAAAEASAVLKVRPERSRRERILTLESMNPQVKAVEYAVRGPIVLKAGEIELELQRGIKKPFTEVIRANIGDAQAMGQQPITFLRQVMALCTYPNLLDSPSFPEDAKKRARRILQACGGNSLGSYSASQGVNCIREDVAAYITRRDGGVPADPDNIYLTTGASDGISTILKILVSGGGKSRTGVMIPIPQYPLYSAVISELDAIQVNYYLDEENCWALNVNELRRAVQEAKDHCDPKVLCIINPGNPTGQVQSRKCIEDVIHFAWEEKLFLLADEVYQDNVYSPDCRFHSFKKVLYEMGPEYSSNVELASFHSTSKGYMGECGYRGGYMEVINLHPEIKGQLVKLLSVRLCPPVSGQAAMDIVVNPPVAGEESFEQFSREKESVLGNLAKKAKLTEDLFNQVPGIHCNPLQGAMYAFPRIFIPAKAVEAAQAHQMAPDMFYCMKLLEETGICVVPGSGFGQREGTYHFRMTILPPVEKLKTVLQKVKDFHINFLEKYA
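GPT2 10ng/uL, a-KG 250uM, L-Ala 2mM, HEPES pH7.5 + 0.0001% Tween; 30 min RT. Then Amplex mix (PO/HRP/ThPP), 30 min RT dark, fluorescence. AOA 50uM used as positive control.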
HEK293 tox: HEK 293 cell cytotoxicity; HEK 293 viability, ATP luminescence (CellTiter-Glo), 48-72 h; Potency, µM (highest dose often 115 µM), without a hit: at the top dose activity change, negative = cytotoxicity, usual class: inhibitors; actives 6.6% (n = 94,000); AID 1345083; further: potency means the concentration at half of the fitted maximal effect; nearly all actives have a fitted effect of over 60% in size
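Read-out: CellTiter-Glo ATP luminescence. Cells: HEK 293, 250 cells/well. Exposure: 48 or 72 hr, 37 degree Celsius.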
SNCA viab count: reduces viability of HEK-293 SNCA reporter cells | actives 0.12% (n = 150,000) | HEK-293-SNCA-luc viability, GF-AFC fluorescence, 24 h | Potency, µM (doses to about 57.1 µM), for the others: top-dose activity change, negative = cytotoxicity, most hits filed as cytotoxic | AID 1671193;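 further: potency means the concentration at half of the fitted maximal effect; 0% = DMSO-treated cells and -100% = medium-only wells without cells; nearly all actives have a fitted effect of over 30% in size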
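HEK-293-SNCA-luc cells (1500/well) plated 24 h, then exposed 24 h to a dilution series; GF-AFC added 30 min at 37C, fluorescence 405/540 nm; normalised to medium-only and DMSO wells, Hill fit.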
Starred values were filed as active, the others as inactive; [ ] = dose if it differs, or a comment. Unless noted, the call rests on the fitted dose curve; in most records, active means well fitted curve in the direction sought with a large enough effect; inconclusive means small, poorly fitted or top-dose-only effect, or another doubt; inactive means no such curve, though single readings can be large; an effect the other way counts as inactive or inconclusive. Unless noted, on the % scale 0 is the no-effect control and ±100 the full control effect.

Screening C#CCOc1cccc(CN2CCN3C(=O)CN(C)C(=O)C3C2)c1 (stereo unspecified) returned IP6K1 inhibitor 40.0, 3T3 cytotox -1.2%, SNCA expr inh -8.5%, Luciferase inh 8.8%, GPT2 inhibitor inconclusive, HEK293 tox inactive and SNCA viab count -4.0%.
For O=C(Cn1ncc2c(Cl)cccc21)NCc1cccc(F)c1 the results were IP6K1 inhibitor -1.6, SNCA expr inh 6.9% and SNCA viab count 16.3%.
COc1ccccc1CN1C(=O)COC[C@@H]1[C@H](O)c1ccc(NC(=O)CCc2ccccc2)cc1 was read as IP6K1 inhibitor -4.8, 3T3 cytotox inconclusive, SNCA expr inh 3.3%, Luciferase inh 0.9%, GPT2 inhibitor -7.2%, HEK293 tox inconclusive and SNCA viab count -17.6%.
CN1c2cc(C(=O)Nc3ccc(F)c(F)c3)ccc2C(=O)N2CCCCCC21 (stereo unspecified) was read as IP6K1 inhibitor 22.5, 3T3 cytotox inconclusive, SNCA expr inh 48.8%[activator], Luciferase inh 5.62µM*, GPT2 inhibitor inactive, HEK293 tox inconclusive and SNCA viab count inconclusive.
`CC(=O)c1cccc(-n2c(=O)c3c4c(sc3n(Cc3cccc(C)c3)c2=O)CN(C(C)=O)CC4)c1` gave IP6K1 inhibitor -2.6, SNCA expr inh -9.9% and SNCA viab count -1.4%.
CN(C(=O)c1cnc(N2CCOCC2)c2ccccc12)c1ccccc1F was read as IP6K1 inhibitor 5.4, SNCA expr inh -9.9% and SNCA viab count -7.2%.
`COCCOc1ccc2c(n1)CCN(C(=O)CC(C)C)C2` gave IP6K1 inhibitor 4.2, 3T3 cytotox inactive, SNCA expr inh -20.4%, Luciferase inh -11.7%, GPT2 inhibitor inactive, HEK293 tox -2.6% and SNCA viab count 3.5%[12.5 µM].
Screening CCN(CC)CCCNC(=O)c1cn2ccnc(-c3ccccc3)c2n1 returned IP6K1 inhibitor 16.5, 3T3 cytotox -15.0%, SNCA expr inh -5.1%, Luciferase inh 1.0%, GPT2 inhibitor -15.7%, HEK293 tox inconclusive and SNCA viab count 9.3%.
For CCc1nc(CN(C)Cc2cc3n(n2)CCN(C(=O)N(C)C)C3)no1 the results were IP6K1 inhibitor 1.4, 3T3 cytotox -15.1%, SNCA expr inh -5.4%, Luciferase inh -7.9%, GPT2 inhibitor -0.4%, HEK293 tox -7.6% and SNCA viab count 8.0%.
Screening CCOC(=O)c1c(C)oc2nc(C)nc(NCCc3ccc(OCC)cc3)c12 returned IP6K1 inhibitor -9.3, SNCA expr inh 21.5% and SNCA viab count -3.2%.
For C[S+](=O)([O-])NCCn1ccc2cc(OC3CCN(C(=O)C4CCCC4)CC3)cnc21 the results were IP6K1 inhibitor 6.1, 3T3 cytotox 100µM*, SNCA expr inh 5.8%[87.6 µM], Luciferase inh 1.6%[172 µM], GPT2 inhibitor 4.8%[88.5 µM], HEK293 tox inconclusive and SNCA viab count -3.1%[87.6 µM].
CCc1nnc(SCc2nc(-c3ccccc3F)oc2C)c2cc3sccc3n12 was read as IP6K1 inhibitor 1.8, SNCA expr inh -22.7% and SNCA viab count 10.2%.
O=C(NCc1cccnc1)C1CCc2nnc(C3CCN(C(=O)c4ccccc4)CC3)n21 (stereo unspecified) was read as IP6K1 inhibitor -7.0, 3T3 cytotox inactive, SNCA expr inh 16.2%, GPT2 inhibitor 2.5%, HEK293 tox inactive and SNCA viab count -0.6%.
O=C1CCN(Cc2ccccn2)CCCC(c2nc(-c3cccnc3)no2)CCN1 (stereo unspecified) was read as IP6K1 inhibitor 2.4, 3T3 cytotox -2.4%, SNCA expr inh 12.3%, Luciferase inh 6.7%, GPT2 inhibitor inactive, HEK293 tox -5.7% and SNCA viab count 4.9%.
`COCCCNC(=O)c1cnc2c(c1)N(C(=O)Cc1ccc(C(C)C)cc1)CCC2` gave IP6K1 inhibitor 1.1, 3T3 cytotox -23.5%[138 µM], SNCA expr inh -20.2%[87.6 µM], Luciferase inh -7.1%[172 µM], GPT2 inhibitor -14.0%[88.5 µM], HEK293 tox 70.8µM* and SNCA viab count -5.4%[87.6 µM].
CN(C)c1ccc(C(=O)N2CCC(Cc3nc(-c4cnccn4)no3)CC2)cc1 was read as IP6K1 inhibitor 6.6, 3T3 cytotox -28.4%, SNCA expr inh -20.5%, Luciferase inh -2.6%, GPT2 inhibitor inactive, HEK293 tox -6.9% and SNCA viab count 10.4%.
`Cc1nc(CC(=O)NCc2cccnc2N2CCOCC2)cs1` gave IP6K1 inhibitor 0.9, 3T3 cytotox 3.6%, SNCA expr inh 37.2%[activator], Luciferase inh -16.9%, GPT2 inhibitor -10.0%, HEK293 tox inactive and SNCA viab count 4.4%.
For O=C(NCc1ccccc1)N1CCC[C@H](n2c(=O)n(CC3CC3)c3cccnc32)C1 the results were IP6K1 inhibitor 2.8, 3T3 cytotox -23.5%, SNCA expr inh 23.0%, Luciferase inh 9.5%, GPT2 inhibitor inconclusive, HEK293 tox -27.8% and SNCA viab count -3.8%.
For CC(C)c1nn(C)c2c1C(c1cccc3c1OC(C)(C)C3)CC(=O)N2 (stereo unspecified) the results were IP6K1 inhibitor 3.3, 3T3 cytotox inconclusive, SNCA expr inh -19.6%, Luciferase inh 0.4%, GPT2 inhibitor 1.8%, HEK293 tox inconclusive and SNCA viab count -14.8%.
Screening CC1(C)CC[C@]2(C(=O)O[C@@H]3O[C@H](CO)[C@@H](O)[C@H](O)[C@H]3O)CC[C@]3(C)C(=CCC4[C@@]5(C)CC[C@H](O[C@@H]6O[C@H](C(=O)O)[C@@H](O)[C@H](O)[C@H]6OC6OC(CO)C(O)C(O)C6O)C(C)(C)C5CC[C@]43C)[C@@H]2C1 (stereo partly specified) returned IP6K1 inhibitor 2.9, GPT2 inhibitor 2.4%[17.1 µM] and SNCA viab count 6.3%[12.5 µM].
Screening COC(=O)C(CC1(O)c2ccccc2N2C(=O)C(CC(C)C)NC21)n1cnc2ccccc2c1=O (stereo unspecified) returned IP6K1 inhibitor 0.0, GPT2 inhibitor inactive and SNCA viab count -15.9%[23.9 µM].
Screening O=C(CSc1ncc(-c2ccc(Cl)cc2)[nH]1)Nc1ccccc1F returned IP6K1 inhibitor -4.0, SNCA expr inh -22.9% and SNCA viab count 8.3%.
`Cn1ccc2c(C(=O)NCC3CCC(=O)N3)nc(-c3ccccc3C#N)cc21` (stereo unspecified) gave IP6K1 inhibitor -7.5, 3T3 cytotox 25.1µM*, SNCA expr inh -4.6%[87.6 µM], Luciferase inh -15.7%[172 µM], GPT2 inhibitor -5.1%[88.5 µM], HEK293 tox inconclusive and SNCA viab count -19.5%[87.6 µM].
For CC(C)c1ccc(CNC(=O)CN2CCCc3nc(C4CC4)ncc3C2=O)cc1 the results were IP6K1 inhibitor -9.0, 3T3 cytotox inconclusive, SNCA expr inh 8.6%, GPT2 inhibitor inactive, HEK293 tox inconclusive and SNCA viab count 3.5%.
Screening CNC(=O)[C@@H](C1CC1)N1CCC[C@H]1C(=O)NC1CC1 returned IP6K1 inhibitor 2.6, 3T3 cytotox 2.2%[230 µM], SNCA expr inh 10.0%[87.6 µM], Luciferase inh -5.1%[230 µM], GPT2 inhibitor inactive, HEK293 tox 2.8%[230 µM] and SNCA viab count 4.9%[87.6 µM].
Screening O=C(c1ccccc1F)N1CCC2(CC1)C(=NC1CCCC1)NC(=O)N2c1cccnc1 returned IP6K1 inhibitor 4.1, 3T3 cytotox 35.5µM*, SNCA expr inh -10.7%, GPT2 inhibitor inactive, HEK293 tox inactive and SNCA viab count -3.6%.
Screening Cc1ccc2c(c1)nc(SCC(O)c1ccc(Br)cc1)n2C (stereo unspecified) returned IP6K1 inhibitor -20.4, SNCA expr inh -5.5% and SNCA viab count 4.1%.
Screening CC1=CC(=O)CC2C1(O)CCC(C)C21CC(c2ccoc2)OC1=O (stereo unspecified) returned IP6K1 inhibitor -6.5, GPT2 inhibitor inactive and SNCA viab count -9.5%.
Cn1c(=O)n([C@H]2CCCN(C(=O)C3CCC3)C2)c2ncccc21 was read as IP6K1 inhibitor 30.3, 3T3 cytotox -13.0%, SNCA expr inh 12.4%, Luciferase inh 2.5%, GPT2 inhibitor -6.3%, HEK293 tox -8.4% and SNCA viab count -4.8%.
Screening O=c1c2sc3ccccc3c2n(Cc2ccccc2Cl)c(=O)n1Cc1ccccc1 returned IP6K1 inhibitor 6.7, SNCA expr inh 0.0% and SNCA viab count -2.1%.
For CCN(CC)C(=O)Cn1c(SCC(=O)Nc2ccc(C)c(C)c2)nc2ccccc21 the results were IP6K1 inhibitor 9.0, SNCA expr inh -6.7% and SNCA viab count inconclusive.
`O=S(=O)(c1ccc2nc(Nc3ccc(Br)cc3F)ccc2c1)N1CCCCC1` gave IP6K1 inhibitor -7.9, SNCA expr inh 4.5% and SNCA viab count 0.8%.
`COCC1CN(C2CCC2)CC12CCN(C(=O)NCc1ccc(F)cc1)CC2` (stereo unspecified) gave IP6K1 inhibitor 25.5, 3T3 cytotox inconclusive, SNCA expr inh -2.3%, Luciferase inh 1.5%, GPT2 inhibitor inactive, HEK293 tox inconclusive and SNCA viab count -2.5%.
Screening COc1ccccc1N1CCN([C@H]2[C@@H]3OC[C@@H](O3)[C@@H](NC(=O)Nc3cccc(C#N)c3)[C@@H]2O)CC1 returned IP6K1 inhibitor 5.8, 3T3 cytotox 3.4%, SNCA expr inh -21.1%, Luciferase inh 7.4%, GPT2 inhibitor inactive, HEK293 tox -5.2% and SNCA viab count 4.8%.
`Cc1noc(C)c1-c1cnc(Nc2ccc(F)c(Cl)c2)c2c1CCO2` gave IP6K1 inhibitor 18.7, 3T3 cytotox inconclusive, SNCA expr inh 31.4%[activator][87.6 µM], Luciferase inh 14.1µM*, GPT2 inhibitor -15.3%[88.5 µM], HEK293 tox 70.8µM* and SNCA viab count -24.4%[87.6 µM].
`O[C@H]1CC[C@@H](Cc2cc(COc3ccccc3)on2)O[C@@H]1CN(CC1CC1)CC1CC1` gave IP6K1 inhibitor 0.0, 3T3 cytotox inconclusive, SNCA expr inh 21.5%[87.6 µM], Luciferase inh -8.9%[172 µM], GPT2 inhibitor 1.4%[88.5 µM], HEK293 tox inconclusive and SNCA viab count -4.9%[87.6 µM].

Entries shown so far that contain bromine, in the order listed:
Screening Cc1ccc2c(c1)nc(SCC(O)c1ccc(Br)cc1)n2C (stereo unspecified) returned IP6K1 inhibitor -20.4, SNCA expr inh -5.5% and SNCA viab count 4.1%.
`O=S(=O)(c1ccc2nc(Nc3ccc(Br)cc3F)ccc2c1)N1CCCCC1` gave IP6K1 inhibitor -7.9, SNCA expr inh 4.5% and SNCA viab count 0.8%.

Not all compounds are listed; the hit share may differ from the screen's.
